SR-BI DiI inh: inhibitors of SR-BI mediated HDL lipid uptake, primary screen, ldlA[mSR-BI] cells, fluorescence, single point; AID 488896, 2010; inhibition, % at 12.5 µM; actives 0.96% (n = 320,000); Scavenger receptor class B member 1 (Mus musculus), Q61009; ldlA[mSR-BI] CHO cells, DiI-HDL uptake fluorescence, 3 h;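 active means mean replicate inhibition of at least 70% and a set share of replicates each scoring 70 or more; inconclusive means meets just one of the two criteria; inactive means fails both criteria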;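 further: 0% = median of neutral control wells and 100% = median of positive control wells; values of inactives mirror those of a sister screen read the other way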
Target sequence (Q61009 whole entry, looked up): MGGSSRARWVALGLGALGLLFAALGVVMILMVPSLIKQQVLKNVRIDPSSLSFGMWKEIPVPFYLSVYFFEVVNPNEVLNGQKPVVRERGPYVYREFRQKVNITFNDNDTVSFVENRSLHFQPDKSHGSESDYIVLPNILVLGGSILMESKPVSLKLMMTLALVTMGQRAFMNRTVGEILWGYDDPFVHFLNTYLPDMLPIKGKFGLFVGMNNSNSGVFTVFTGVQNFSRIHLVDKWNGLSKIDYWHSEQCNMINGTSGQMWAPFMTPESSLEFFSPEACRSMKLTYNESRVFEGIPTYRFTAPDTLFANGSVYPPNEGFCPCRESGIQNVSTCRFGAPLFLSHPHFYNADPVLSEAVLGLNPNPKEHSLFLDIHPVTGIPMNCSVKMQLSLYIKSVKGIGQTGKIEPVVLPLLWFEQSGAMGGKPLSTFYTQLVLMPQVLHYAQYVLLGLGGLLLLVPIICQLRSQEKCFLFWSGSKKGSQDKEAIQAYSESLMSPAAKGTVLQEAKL
Mot1-301 SUMO: yeast Mot1-301 growth rescue at high temperature, primary screen, SUMOylation pathway inhibitor project, S. cerevisiae, ATP luminescence, 38.5C | actives 1% (n = 320,000) | S. cerevisiae Mot1-301 growth rescue; percent above DMSO median, 100 means doubled | growth rescue, % at 18.8 µM;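 active means every valid replicate shows activation above 250% relative to neutral control wells; inactive means the rest, any valid replicate at or below 250%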;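 further: OY570 slx delta 5 strain wells were the positive control but not used for scaling; some compounds called inactive have numbers as strong as hits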
PKA-R1A activ: activators of PKA-R1A holoenzyme, primary screen, biochemical, fluorescence polarization, Cy5-IP20, bovine R1A, mouse PKAc. PKA-R1A dissociation; scaled: DMSO 0%, 113 µM cGMP 100%. activation, % at 11.4 µM. actives 0.083% (n = 340,000);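 active means percent activation above the mean of all tested compounds plus 3 SD, cut at about 19% in these data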;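 further: higher means more PKAc released from R1A so a rise in polarization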
NSD2 inh: NSD2 histone methyltransferase inhibitors, primary screen, biochemical, AlphaScreen, single concentration, set 2 | NSD2 peptide methylation, 120 min | inhibition, % at 12.5 µM | actives 0.54% (n = 310,000) | AID 743445, 2014; in the data active means inhibition above about 50%
dFosB activator: activators of delta FosB homodimer, primary screen, biochemical, fluorescence polarization, TAMRA-CDK5 oligo, single point. actives 0.99% (n = 340,000). activation, % at 25 µM. purified delta FosB; percent of positive-control signal above neutral wells. Protein FosB (Mus musculus), P13346;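 active means mean activation above about 17%, with every replicate also reaching it, limit read from the data, passing the limit was not always enough; inconclusive means only one of the two conditions met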;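 further: fluorescence polarization rise as delta FosB binds a TAMRA Cdk5 AP-1 oligo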
Target sequence (P13346 whole entry, looked up): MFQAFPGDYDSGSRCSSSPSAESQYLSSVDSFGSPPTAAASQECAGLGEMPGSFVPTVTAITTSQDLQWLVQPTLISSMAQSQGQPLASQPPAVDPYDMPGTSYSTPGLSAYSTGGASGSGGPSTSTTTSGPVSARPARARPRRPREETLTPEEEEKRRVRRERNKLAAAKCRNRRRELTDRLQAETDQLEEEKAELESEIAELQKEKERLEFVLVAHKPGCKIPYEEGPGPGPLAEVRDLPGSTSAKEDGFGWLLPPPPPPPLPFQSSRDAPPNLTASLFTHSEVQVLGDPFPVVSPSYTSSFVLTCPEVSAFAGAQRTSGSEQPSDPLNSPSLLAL
Arrestin-AP2 inh: inhibitors of beta-arrestin/AP2 binding, primary screen, biochemical, GPCR trafficking, flow cytometry. beta-arrestin 1 C-terminal peptide binding to AP2 beta2-adaptin appendage (human). FITC-arrestin peptide / GST-AP2 beads; AP2 beta2 appendage carries R879A mutation. inhibition, % at 10 µM. actives 0.31% (n = 340,000);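 active means inhibition above a set limit, near 3 SD of compounds lacking own fluorescence, cut at about 54% in these data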;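 further: plate controls were DMSO wells for no effect and 5 µM unlabelled arrestin peptide for full effect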
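System: GST-AP2 R879A glutathione beads; medium: PBS, Tween 20 0.05%, BSA 0.1%; reagent: fluorescein-tagged arrestin peptide at 50 nM final; schedule: pre-incubation 12 min, peptide binding 1 h, room temperature; detection: flow cytometry, FL1 (488/535 nm); read-out: inhibition as reduced fluorescein signal on beads, percent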
PKA-R2B activ: activators of PKA-R2B holoenzyme, primary screen, biochemical, fluorescence polarization, Cy5-IP20, human; cAMP-dependent protein kinase catalytic subunit beta (Homo sapiens) + cAMP-dependent …; PKA-R2B holoenzyme dissociation; R2B truncated from residue 108, S112A mutant; 0% DMSO only, 100% 113 µM cGMP; activation, % at 11.4 µM; actives 0.079% (n = 340,000);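 active means activation above a cutoff set at the mean over all compounds plus 3 SD, cut at about 18% in these data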;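 further: higher means more holoenzyme dissociation and a rise in polarization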
DSG3 Ab inh: inhibitors of pemphigus antibody binding to DSG3, primary screen, biochemical, bead-based, flow cytometry, scFv-GFP; actives 0.48% (n = 310,000); binding (percent of control), % at 10 µM; Desmoglein-3 (Homo sapiens), P32926; DSG3-coupled beads, scFv-anti-DSG3-GFP binding; stronger effect = lower value;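 active means binding more than 3 SD below its plate's average and above zero; inconclusive means below that plate limit but binding exactly zero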;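 further: hits lower antibody fragment binding to DSG3; some compounds called inactive have numbers as strong as hits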
MITF TRPM1 HTS: activators of MITF-driven TRPM1 promoter reporter, primary screen, cell-based, SK-MEL-5, luciferase, single point; SK-MEL-5 TRPM1-promoter luciferase, 24 h; % of positive control, neutral wells = 0; activation, % at 12.5 µM; actives 0.75% (n = 300,000); AID 588334, 2011;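 active means mean activation of at least 80% with every replicate also reaching 80%; inconclusive means mean reaches 80% but some replicate falls short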;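 further: 0% = neutral control wells and 100% = parthenolide positive control wells; values of inactives mirror those of a sister screen read the other way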
CDK5 inh: inhibitors of human CDK5/p35 kinase, primary screen, biochemical, single concentration; Cyclin-dependent kinase 5 (Homo sapiens) + Cyclin-dependent kinase 5 activator 1 (Homo …; Recombinant CDK5/p35, ADP-Glo luminescence, 60 min; inhibition, % at 10 µM; actives 0.01% (n = 330,000);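 active means highest replicate inhibition of at least 50% and at least 75% of replicates reaching 50%; inconclusive means only one of the two criteria met; inactive means both criteria failed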;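 further: plate controls were DMSO neutral control for no effect and GW8510 at 10 µM for full effect; many of its hits are not listed in these tables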
SR-BI DiI-HDL act: activators of SR-BI mediated DiI-HDL uptake, primary screen, ldlA[mSR-BI] CHO cells, DiI fluorescence | 3 h; 100 = double the neutral-control signal | activation, % at 12.5 µM | actives 0.096% (n = 320,000);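 active means mean replicate activation of at least 60% and every replicate at or above 60%; inconclusive means mean or all-replicate condition met, but not both; inactive means mean below 60% and not all replicates reaching 60%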;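 further: 0% = median plate neutral-control signal and 100% = twice that signal; values of inactives mirror those of a sister screen read the other way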
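Material – SR-BI-overexpressing, LDLR-lacking CHO cells · Medium – BSA-supplemented, HEPES-buffered Ham's F12, pH 7.4 · Doses – single concentration · Times – compound with DiI-HDL co-incubation, 3 h at 37 °C · Measured by – bottom-read fluorescence, 550/595 nm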
The depositor's hits bear a star; ? = inconclusive; · = not tested or not shown.

SMILES	SR-BI DiI inh	Mot1-301 SUMO	PKA-R1A activ	NSD2 inh	dFosB activator	Arrestin-AP2 inh	PKA-R2B activ	DSG3 Ab inh	MITF TRPM1 HTS	CDK5 inh	SR-BI DiI-HDL act
Cc1cc(NS(=O)(=O)c2ccc(NC(=O)CN3C(=O)c4ccccc4C3=O)cc2)nc(C)n1	-6	32	-1	0	-1	35	-2	104	6	0.2	6
Cc1cccc(CCNC(=O)C2CCN(S(=O)(=O)c3c(C)noc3C)CC2)c1	9	-4	-8	0	-9	-2	-7	102	-11	1.1	-9
CCOC(=O)c1ccc2[nH]c(C)c(CN3CCN(C)CC3)c(=O)c2c1	-1	·	-8	2	-11	-6	-6	·	6	-4.7	1
CCOC(=O)N1CCC2CC1c1cc(-c3cccc(OC)c3)ccc12 (stereo not drawn)	9	·	-3	·	3	-20	-7	98	11	-0.3	-9
Cc1cccc(/C(N)=N/OC(=O)N2c3ccccc3Sc3ccccc32)c1	-15	46	-4	-7	-11	-1	-2	95	·	-0.4	15
Cc1ccc(C(=O)CSc2nc3cc(S(=O)(=O)N4CCOCC4)ccc3o2)cc1	29	-4	-6	-2	-1	7	3	99	-6	-0.3	-29
COC(=O)C1=CN(Cc2ccc(OC)cc2)C=C(C(=O)OC)C1c1cccs1	1	-24	-11	-1	-5	8	-2	97	3	0.5	-1
CC(=O)Nc1ccc(NC2=Nc3ccccc3N3C2=Nc2c(c(C)nn2-c2ccccc2)C3c2ccccc2)cc1 (stereo not drawn)	59	-6	5	9	0	23	1	67	-79	-0.6	-59
CC(C)(C)c1ccccc1OCC(=O)Nc1ncn[nH]1	-15	7	0	·	-6	-6	0	101	6	0.8	15
COc1ccc(C(=O)O/N=C(\N)c2ccccn2)cc1	3	-1	-12	11	3	-3	7	105	-80	47	-3
CCCCn1c(=O)cc(O)c2ccccc21	-8	1	0	-4	3	-3	6	·	·	-1.1	8
CCN(CC)C(=O)N1CCN(S(=O)(=O)c2ccc(C)cc2)CC1	0	-5	-2	-2	4	8	-13	105	9	-1.4	0
O=C1c2c(Br)c(Br)c(Br)c(Br)c2C(=O)N1c1ccccn1	-8	-17	-14	-3	10	22	-7	100	·	1.3	8
CCOCCCNC(=O)CN1CCN(Cc2ccccc2C)C1=O	-26	-12	-6	·	2	28	-3	99	-3	-0.5	26
O=C(CN1CCN(c2ccc(O)cc2)CC1)NC(=O)NCc1ccco1	-16	·	-6	-2	-1	6	-32	107	-13	2.3	16
CCCn1c(=O)c(C(=O)NCc2ccccn2)c(O)c2ccccc21	-4	2	-19	-1	-46	4	-7	107	1	0.6	4
COC(=O)C1=C(O)/C(=C\c2sccc2C)N=C1C	5	15	-3	-2	-2	15	0	98	4	-0.7	-5
NC(=O)C1(N2CCCCC2)CCN(Cc2nc(-c3cccs3)no2)CC1	·	17	1	-4	7	-6	-8	98	1	0.1	·
Cc1nnc(NC(=O)c2ccncc2)s1	-2	-3	0	3	-1	11	-12	92	2	1.9	2
CSC1=NC(NCCCO)c2c(sc3c2CC(C)(C)OC3)N1 (stereo not drawn)	14	11	3	0	-14	4	2	·	5	-2.0	-14

Quoted from the listing.
Result for O=C(CN1CCN(c2ccc(O)cc2)CC1)NC(=O)NCc1ccco1 in PKA-R1A activ: -6
Result for CCCn1c(=O)c(C(=O)NCc2ccccn2)c(O)c2ccccc21 in NSD2 inh: -1

Continuation:
SMILES	SR-BI DiI inh	Mot1-301 SUMO	PKA-R1A activ	NSD2 inh	dFosB activator	Arrestin-AP2 inh	PKA-R2B activ	DSG3 Ab inh	MITF TRPM1 HTS	CDK5 inh	SR-BI DiI-HDL act
CN1CCN(c2ccc(Nc3ccnc4cc(Cl)ccc34)cc2)CC1	12	17	2	10	57*	7	8	112	·	1.0	-12
CCOc1ccccc1-n1c(N)c(C(N)=O)sc1=S	-6	3	13	1	-4	-7	-3	100	-1	0.4	6
COc1cc2c(cc1OC)C1C(C(=O)Nc3ccccc3N3CCN(C)CC3)c3ccccc3C(=O)N1CC2 (stereo not drawn)	·	-6	9	0	-7	28	1	96	-4	-0.7	·
O=C(Cc1ccc(Cl)cc1)NCc1ccccc1Cl	-5	·	-1	-4	1	-12	7	98	26	5.3	5
CC1CCCCC1NC(=O)CN1CCN(S(=O)(=O)c2ccc(Br)s2)CC1 (stereo not drawn)	-17	44	-1	-1	-6	19	-1	101	3	-1.1	17
O=C(NNc1nc(Nc2ccccc2)nc(N2CCOCC2)n1)Nc1ccc(Cl)cc1	-3	-2	-8	0	7	34	-5	101	13	-0.3	3
Cc1cccc(NC(=O)c2ccc3nsnc3c2)c1C	4	-17	1	-1	6	-14	-9	110	5	1.4	-4
N#CCCn1cc(CNC2CCC(O)CC2)c2ccccc21 (stereo not drawn)	·	225	-8	3	-8	18	8	119	-5	-1.1	·
CC1CCCC(C)N1C(=O)COC(=O)c1ccc([N+](=O)[O-])o1 (stereo not drawn)	-12	0	2	69*	1	-1	4	114	-12	0.5	13
COc1ccc(-c2ccc3c(c2)S(=O)(=O)c2cccc(C(=O)NC4CC4)c2C3=O)cc1OC	-4	-8	2	·	-2	4	-3	95	3	-0.1	4
C=CCn1c(O)c2ccc(C(=O)N=NC(=O)c3ccc(F)cc3)cc2c1O	7	134	1	-2	-6	5	1	93	15	1.8	-7
COc1ccc(C(=O)NCCCN(C)CCCNC(=O)c2ccc(OC)cc2)cc1	-5	1	-4	1	-5	13	-6	108	·	1.6	5
CCC(C)(C)C1CCC2(CC1)NC(=O)N(CC(=O)N1CCN(S(=O)(=O)c3cc(C)ccc3C)CC1)C2=O (stereo not drawn)	10	11	-4	1	45*	6	-2	104	-29	1.5	-10
Cc1ccc(C(=O)NCCc2ccccc2)cc1S(=O)(=O)N1CCOCC1	14	19	-9	-4	-2	-1	6	·	71	-1.5	-14
COc1cc(O)c(C(CC(=O)N2CCOCC2)c2ccc(N(C)C)cc2)c(OC)c1 (stereo not drawn)	1	0	-2	·	-1	3	2	103	-3	0.5	-1
Cc1ccc2nc(SCC(=O)N3CCCCC3)nc(=O)n2c1	-9	0	11	-1	-4	23	-6	104	-1	-1.6	9
O=C(c1ccccc1)C1(c2ccccc2)OC1c1ccccc1 (stereo not drawn)	20	·	-4	-3	-3	38	-5	96	2	-0.5	-20
Cc1ccc(-c2ccc(/C=N/N=C3/NC(=O)C(CC(=O)O)S3)o2)c([N+](=O)[O-])c1 (stereo not drawn)	0	-13	-1	5	-7	2	-11	103	·	-2.4	0
COC(=O)c1sccc1NC(=O)NC1CCCCC1	·	4	6	-3	-4	2	-9	102	45	-1.1	·
CC(=O)N(Cc1ccc2c(c1)OCO2)C1CC(=O)N(CCc2ccccc2)C1=O (stereo not drawn)	-2	-13	-5	-1	2	-2	5	102	3	1.0	2
COc1cc(/C=N/Nc2nn3cnnc3c3ccccc23)cc(OC)c1OC	6	58	5	2	?	14	0	74	16	-3.2	-6
CCc1ccc(-c2ccc(C(=O)O)cc2)nc1	-20	-22	-10	-1	-1	23	5	104	34	2.6	20
COCC(C)NC(=O)c1cc(-c2ccc(OC)c(OC)c2)on1 (stereo not drawn)	14	12	-9	-2	-11	2	-1	123	23	-2.4	-14
COc1ccc(Cn2nnnc2C(c2ccncc2)N2CCOCC2)cc1 (stereo not drawn)	0	10	2	·	0	9	-2	98	-3	0.5	0
O=[N+]([O-])c1ccc2cn(-c3ccccc3)nc2c1	·	140	-10	1	-9	21	5	99	54	-0.3	·
C=CCn1c(SCC(=O)NCc2ccco2)nnc1-c1ccc2ccccc2n1	10	-9	-1	-1	-17	-9	-11	98	4	-2.8	-10
COc1ccc(-c2noc(CSc3nnc(Cc4ccccc4)n3-c3cccc(C)c3)n2)cc1OC	38	35	-13	2	-20	0	-7	101	-15	-1.8	-38
COc1ccc(-c2cc(C(F)(F)F)n3nc(C(=O)NCc4ccco4)c(Cl)c3n2)cc1	64	-18	16	0	-8	21	-9	104	-19	0.5	-64
Cc1ccccc1Nc1nc(N)nc(CN2C(=O)NC3(CCCCC3C)C2=O)n1 (stereo not drawn)	-2	-17	1	-2	-4	-2	4	·	·	-1.9	2
Nc1ccc(S(=O)(=O)NC(=O)c2ccccc2)cc1	-17	-15	12	·	-4	6	-6	114	-5	-0.5	19
COc1ccc(Cl)cc1CNCCCSc1ncccn1	·	-7	10	7	-3	0	6	96	-4	-0.9	·
COc1ccc(C2CC(=O)C(C=NCCN3CCN(C(C)=O)CC3)=C(O)C2)cc1 (stereo not drawn)	0	6	-3	-1	5	0	-4	103	10	1.6	0
CC(=O)Nc1cccc(OCCCNC(=O)c2cccc3ccccc23)c1	19	3	·	-2	-6	7	·	94	·	-4.8	-19
C/C(=N\NC(=O)c1nnn(-c2nonc2N)c1CN1CCOCC1)c1ccc(CC(C)C)cc1	10	-4	2	-5	1	17	-5	94	22	·	-10
CCOc1ccccc1N(CC(=O)NCC1CCCO1)C(=O)CCC(=O)Nc1ccccn1 (stereo not drawn)	0	·	-9	-1	-8	3	3	106	-56	-1.0	0

Bioassay records (PubChem)
